B2AR arrestin – qHTS assay of beta-arrestin-biased ligands of beta2-adrenergic receptor. Beta-2 adrenergic receptor (Homo sapiens), P07550. beta-arrestin recruitment to beta2AR, cell-based reporter. Potency, µM (doses to about 46.1 µM), for the others: top-dose activation, usual class: activators. 0.02% of 330,000 active;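 also: potency is read from the fitted curve at half-maximal effect; 0% = DMSO controls and full agonism = EC100 isoproterenol or metaproterenol; nearly all actives have a fitted effect of over 65% in size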
BRCA1 expr act – qHTS Assay to Identify Small Molecule Activators of BRCA1 Expression. MCF7-BRCA1-FFLuc reporter, luminescence, 48 h; response scale: scaled: vehicle 0%, 10 µM genistein 100%. Potency, µM (top dose mostly 46.1 µM), without a hit: at the top dose activation, usual class: activators. 1.1% of 380,000 active. AID 624202, 2012; also: potency is read from the fitted curve at half-maximal effect; nearly all actives have a fitted effect of over 80% in size; some results filed as inactive show a strong effect at the top dose
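Compounds are tested at multiple concentrations on MCF7 BRCA1-luciferase reporter cells seeded at 2000 per well; after 48 h, a single luminescence end-point is taken and curves fitted to the normalized data.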
TSG101-PTAP inh – qHTS Assay for Iinhibitors of HIV-1 Budding by Blocking the Interaction of PTAP/TSG101; Fluorescence polarization, FITC-PTAP peptide / Tsg101 binding; Potency, µM (highest dose often 115 µM), without a hit: top-dose activity change, negative = inhibition, hits mostly inhibitors; 340,000 tested, under 10 active; AID 493005, 2010; active = well fitted inhibition curve with a large enough effect in the main read-out, with a control signal flat, not every such curve was filed as active; inconclusive = small, poorly fitted or top-dose-only effect, or effect the other way, or a change in a side signal; inactive = no such curve, though single readings can be large or run the other way; also: potency is read from the fitted curve at half-maximal effect; % of control where 0% means no effect
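Steps: Tsg101 binding domain dispensed (10 uM final), compounds pinned in DMSO, FITC-labeled PTAP-motif peptide added (50 nM final); after 20 min binding at room temperature, polarization measured.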
TCR act – Activators of T cell receptors: qHTS campaign | AID 504894, 2011 | 330,000 tested, under 10 active | primary human leukocytes, anti-CD3, IL-2 HTRF, 48 h | Potency, µM (series often up to 9.22 µM), for inactives: at the top dose activation of IL-2 secretion, most hits filed as activators; also: % of control where 0% means no effect
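IL-2 produced over 48 hr by a-CD3 bead-stimulated primary human leukocytes exposed to compounds was detected with a homogeneous time-resolved FRET immunoassay, 665nm acceptor signal after 320nm excitation.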
Integrin act MD – qHTS for Activators of Integrin-Mediated Alleviation for Muscular Dystrophy. alpha7betagal myoblasts, beta-gal FDG fluorescence, 48 h. Potency, µM (doses to about 38.3 µM), inactives show at the top dose activation, actives largely listed as activators. 0.064% of 350,000 active. AID 624291, 2012;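 also: potency is read from the fitted curve at half-maximal effect; 100% = response of the positive control SU9516; nearly all actives have a fitted effect of over 60% in size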
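Alpha7betagal+/- myoblasts (passage 13) were plated 16-24 hr, then exposed to compounds (1:260 dilution of DMSO stock) for 48 hours at 37C. After MPER lysis, β-galactosidase reporter activity was read as FDG fluorescence (ex 480/em 540) after 30 minutes.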
AT treatment – qHTS Assay for Identifying a Potential Treatment of Ataxia-Telangiectasia. […] A-T fibroblasts, KAP-1 phosphorylation AlphaLISA; neocarzinostatin DNA damage 30 min before lysis. AID 485349, 2010. Potency, µM (doses to about 57.5 µM), inactives show top-dose activation, usual class: activators. 0.19% of 320,000 active; also: potency is read from the fitted curve at half-maximal effect; % of control where 0% means no effect; nearly all actives have a fitted effect of over 45% in size
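hTERT-immortalized A-T patient fibroblasts ([…]), 500 cells/well in OPTI-MEM, 1% FBS, got compounds for 60 min, then NCS for 30 min at 37C. Lysates were then assayed for phospho-KAP-1 by AlphaLISA (anti-pKAP1 donor, anti-KAP1 acceptor beads), 6 hr at 25C.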
TRPV1 agonist – HTS Assay for Compounds that Act as Agonists of the Vanilloid Receptor 1; TRPV1-expressing cells, Fluo-8 calcium influx, agonist mode; 0.19% of 320,000 active; Transient receptor potential cation channel subfamily V member 1 (Homo sapiens), Q8NER1; activation, % at 8.33 µM; in the data active = activation above about 80%; inconclusive = between about 30% and that limit; also: 0% is about no effect
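Fluo-8 calcium influx in TRPV1-expressing cells, kinetic read (ex 480/em 520 nm). Compound added and read 3 min for agonist activity, followed by capsaicin at EC20 final and 2 min further read for enhancement.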
p53 reactivation – qHTS assay for re-activators of p53 using a Luc reporter; H1299 p53-A138V BP100-luciferase reporter, luminescence, 24 h; Potency, µM (series often up to 92.2 µM), for the others: top-dose activity change, positive = activation, actives largely listed as activators; AID 504706, 2011; 0.063% of 320,000 active; also: potency is read from the fitted curve at half-maximal effect; % of control where 0% means no effect; nearly all actives have a fitted effect of over 45% in size
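p53-null H1299 cells stably carrying temperature-sensitive p53-A138V and a BP100-luciferase reporter were pinned with compounds (4-point, 1:5 series) and held 24 hrs at 37 deg C. Luminescence was read 10 min after detection reagent.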
CXXC DNA block – qHTS Fluorescence Polarization Assay for Inhibitors of MLL CXXC domain - DNA interaction; Histone-lysine N-methyltransferase 2A (Homo sapiens), Q03164; MLL-CXXC / FITC-HOXA9 DNA fluorescence polarization; Potency, µM (top dose mostly 115 µM), for the others: at the top dose activity change, negative = inhibition, most hits filed as inhibitors; 0.037% of 290,000 active; AID 2662, 2010; active = well fitted inhibition curve with a large enough effect in the polarisation, with a control signal flat, not every such curve was filed as active; inconclusive = small, poorly fitted or top-dose-only effect, or effect the other way, or a change in a side signal; inactive = no such curve, though single readings can be large or run the other way; the % refers to the polarisation; also: potency is read from the fitted curve at half-maximal effect
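Fluorescence polarization: 7 uM MLL-CXXC (stock) preincubated 5 min with compounds, then 50 nM fluorescein-HOX-A9 DNA (stock) added; 30 min ambient. Buffer 50 mM Tris-HCl pH 7.5, 50 mM NaCl, 1 mM DTT, 0.05% BSA.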
ELG1 DNA repair – qHTS screen for small molecules that inhibit ELG1-dependent DNA repair in human embryonic kidney (HEK293T) cells expressing luciferase-tagged ELG1. HEK293T ELG1-luciferase reporter, luminescence, 16 h; DNA damage induced by 5-fluorouridine. Potency, µM (series often up to 46.1 µM), for inactives: top-dose activity change, negative = inhibition, actives largely listed as inhibitors. 2.3% of 330,000 active. AID 504467, 2011; also: potency is read from the fitted curve at half-maximal effect; % is scaled to controls: 0 for no effect and ±100 for the full control effect; nearly all actives have a fitted effect of over 55% in size
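In this reporter screen, reduction of luminescence relative to DMSO vehicle indicated activity. Compounds and 5-fluorouridine were added together to 2,000 cells per well, incubated for 16 hr at 37 °C, then developed with ONE-Glo.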
* = called active by the depositor; [ ] = dose if it differs, or a comment. Unless noted, calls follow the shape of the dose curve; as a rule, active = well fitted curve in the direction sought with a large enough effect; inconclusive = small, poorly fitted or top-dose-only effect, or another doubt; inactive = no such curve, though single readings can be large; an effect the other way counts as inactive or inconclusive.

CCCCNC(=O)c1cc(S(=O)(=O)N2CCCCC2)oc1C was read as B2AR arrestin -0.2%, BRCA1 expr act -23.7%, TSG101-PTAP inh -1.6%, TCR act 1.6%, Integrin act MD inconclusive, AT treatment 0.8%, TRPV1 agonist 13.8, p53 reactivation -3.5%, CXXC DNA block -6.8% and ELG1 DNA repair -4.9%.
Screening CCO[C@@H]1OC(C(=O)O)=C[C@H](C)[C@H]1CCCO returned B2AR arrestin 0.3%, BRCA1 expr act 5.8%, TSG101-PTAP inh 0.5%, TCR act 10.2%, Integrin act MD 17.8%, AT treatment 11.4%, TRPV1 agonist 1.8, p53 reactivation 2.9%, CXXC DNA block 1.5% and ELG1 DNA repair 2.2%.
COC(=O)/C(=C\Nc1ccccc1)NC(=O)c1ccc(Cl)cc1Cl was read as B2AR arrestin -0.2%, BRCA1 expr act 77.4%, TSG101-PTAP inh -5.1%, TCR act 8.1%, Integrin act MD 1.3%, AT treatment 1.7%, TRPV1 agonist inconclusive, p53 reactivation 2.9%, CXXC DNA block 2.9% and ELG1 DNA repair 4.8%.
Screening COc1ccc(OC)c(C(=O)NC(CC(N)=O)c2ccc(NCC3CC3)c([N+](=O)[O-])c2)c1 (stereo not given) returned B2AR arrestin 0.3%, BRCA1 expr act 5.9%, TSG101-PTAP inh -1.9%, TCR act 7.5%, Integrin act MD 15.4%, AT treatment 8.0%, TRPV1 agonist 3.7, CXXC DNA block 2.4% and ELG1 DNA repair 5.1%.
`FC(F)(F)c1cccc(NCc2n[nH]c(=S)n2C2CCCCC2)c1` gave B2AR arrestin -0.1%, BRCA1 expr act -24.6%, TSG101-PTAP inh -5.7%, TCR act 3.4%, Integrin act MD 15.5%, AT treatment -1.4%, TRPV1 agonist 1.3, p53 reactivation 1.5%, CXXC DNA block 6.3% and ELG1 DNA repair -10.6%.
`COC(=O)[C@@]1(C)[C@H]2C(=O)N(Cc3ccccc3)C(=O)[C@H]2[C@H]2CN=C(SCc3ccc(C)cc3)N21` gave B2AR arrestin 0.0%, BRCA1 expr act -0.7%, TSG101-PTAP inh -2.4%, TCR act -3.8%[46.1 µM], Integrin act MD 18.7%, AT treatment 9.2%, p53 reactivation -3.8% and ELG1 DNA repair -1.2%.
Cc1ccc(OCC(=O)Nc2ccc(S(=O)(=O)Nc3cc(C)nc(C)n3)cc2)cc1 was read as B2AR arrestin -0.4%, BRCA1 expr act -0.6%, TSG101-PTAP inh -8.1%, TCR act -3.9%, Integrin act MD -14.7%, AT treatment -1.5%, TRPV1 agonist 2.6, p53 reactivation 14.6%, CXXC DNA block -3.2% and ELG1 DNA repair -2.4%.
`Cc1ccc2c(c1)N(CCC(=O)NCCCN1CCCC1)C(=O)C(C)O2` (stereo not given) gave B2AR arrestin 0.3%, BRCA1 expr act -1.9%, TSG101-PTAP inh -1.8%, TCR act -5.9%, Integrin act MD 0.0%, AT treatment 4.2%, TRPV1 agonist -2.5, p53 reactivation -0.4%, CXXC DNA block -1.9% and ELG1 DNA repair inconclusive.
`O=C1C2C3C=CC(O3)C2C(=O)N1N=C1CCCCC1` (stereo not given) gave BRCA1 expr act -14.3%, TSG101-PTAP inh -0.4%, TCR act 7.6% and Integrin act MD 11.1%.
`CCOC(=O)C1=C(c2ccccc2)NC(SCC(=O)Nc2cccc(C)c2)=C(C#N)C1c1ccco1` (stereo not given) gave B2AR arrestin -0.4%, BRCA1 expr act -55.2%, TSG101-PTAP inh -0.2%, TCR act 3.0%, Integrin act MD inconclusive, AT treatment -0.6%, TRPV1 agonist 1.0, p53 reactivation 1.5%, CXXC DNA block -18.8% and ELG1 DNA repair inconclusive.
CC(C)(C)Nc1nc(Nc2ccc([N+](=O)[O-])cc2)nc(NC(C)(C)C)n1 was read as B2AR arrestin 0.4%, BRCA1 expr act -31.3%, TSG101-PTAP inh -1.0%, Integrin act MD 21.9%, AT treatment -6.3%, TRPV1 agonist 5.4, p53 reactivation inconclusive, CXXC DNA block 23.5% and ELG1 DNA repair -11.5%.
CCC(C)(C)n1nnnc1C(c1ccc(OC)c(OC)c1)N1CCN(c2ccc(OC)cc2)CC1 (stereo not given) was read as B2AR arrestin 0.1%, BRCA1 expr act -37.5%, TSG101-PTAP inh -4.5%, TCR act -2.0%, Integrin act MD 4.6%, AT treatment 14.6%, p53 reactivation -1.2%, CXXC DNA block 12.1% and ELG1 DNA repair -21.8%.
Cc1cc(C(=O)NNC(=O)NC(C)C)no1 was read as B2AR arrestin 0.2%, BRCA1 expr act -1.4%, TSG101-PTAP inh 2.0%, TCR act 5.0%, Integrin act MD 2.8%, AT treatment -10.6%, TRPV1 agonist 0.7, p53 reactivation -0.6%, CXXC DNA block 16.4% and ELG1 DNA repair 8.0%.
For O=C1NCC(=O)N2CCC[C@@H]12 the results were BRCA1 expr act 4.9%, TSG101-PTAP inh -9.6%, TCR act 0.5% and Integrin act MD 16.4%.
Cc1c(Cl)c(C(F)F)nn1CC(=O)NC1C(=O)N2C(C(=O)O)=C(CSc3nnnn3C)CSC12 (stereo not given) was read as B2AR arrestin 0.1%, BRCA1 expr act -6.0%, TSG101-PTAP inh -4.4%, TCR act -3.4%, Integrin act MD -13.3%, AT treatment -3.1%, TRPV1 agonist 5.7, p53 reactivation -1.3%, CXXC DNA block 2.2% and ELG1 DNA repair 0.0%.
`CCOc1ccc(-c2ccc(SCC(=O)NCC3CCCO3)nn2)cc1` (stereo not given) gave B2AR arrestin -0.1%, BRCA1 expr act 3.98µM*, TSG101-PTAP inh -1.1%, TCR act 1.0%, Integrin act MD -10.0%, AT treatment 3.5%, TRPV1 agonist 1.3, p53 reactivation 15.1%, CXXC DNA block 3.7% and ELG1 DNA repair inconclusive.
For O=C(c1cc(COc2cccc3cnccc23)on1)N1CCCC(CCCO)C1 (stereo not given) the results were B2AR arrestin -0.6%, BRCA1 expr act -4.2%, TSG101-PTAP inh -6.0%, TCR act -2.0%, Integrin act MD 0.0%, AT treatment 6.5%, TRPV1 agonist 4.0, p53 reactivation -10.4%, CXXC DNA block -1.9% and ELG1 DNA repair -8.4%.
`COC(=O)c1cc(O)cc(OC)c1C(=O)c1c(O)cc(C)cc1O` gave B2AR arrestin -0.2%, BRCA1 expr act 0.3%, TSG101-PTAP inh 0.0%, TCR act -9.2%, Integrin act MD -13.2%, AT treatment -13.5%, TRPV1 agonist -0.1, p53 reactivation -7.0%, CXXC DNA block 38.1% and ELG1 DNA repair -1.5%.
For CCn1nc(C(=O)NNC(=O)CCOc2cc(C)ccc2C)c2ccccc2c1=O the results were B2AR arrestin -0.3%, BRCA1 expr act -23.7%, TSG101-PTAP inh -0.9%, TCR act 2.7%, Integrin act MD 10.0%, AT treatment 2.3%, TRPV1 agonist 2.7, p53 reactivation -1.1%, CXXC DNA block inconclusive and ELG1 DNA repair -15.0%.
O=C1OCC(CO)(CO)N=C1NNc1ccc(Cl)c(Cl)c1 was read as B2AR arrestin -0.4%, BRCA1 expr act -29.9%, TSG101-PTAP inh -8.2%, TCR act 2.5%, Integrin act MD 2.5%, AT treatment -1.2%, TRPV1 agonist -1.7, p53 reactivation -4.4%, CXXC DNA block 28.1% and ELG1 DNA repair inconclusive.
For Cc1ccc(N2CC(C(=O)Nc3ccc(S(=O)(=O)Nc4nccc(C)n4)cc3)CC2=O)cc1 (stereo not given) the results were B2AR arrestin 0.3%, BRCA1 expr act -2.1%, TSG101-PTAP inh -4.6%, TCR act 4.2%, Integrin act MD -13.9%, AT treatment -5.1%, TRPV1 agonist 0.5, p53 reactivation -2.5%, CXXC DNA block -2.7% and ELG1 DNA repair -0.2%.
Screening CCOC(=O)c1ccc(-n2c(CN3CCN(CCO)CC3)nc3ccc([N+](=O)[O-])cc3c2=O)cc1 returned B2AR arrestin -0.3%, BRCA1 expr act 5.0%, TSG101-PTAP inh 0.4%, TCR act -17.7%, Integrin act MD -11.2%, AT treatment -13.7%, TRPV1 agonist -0.4, p53 reactivation 1.4%, CXXC DNA block 2.2% and ELG1 DNA repair 10.9%.
Screening CCOC(=O)CNC(=S)n1ncnc1N returned B2AR arrestin -0.3%, BRCA1 expr act -5.3%, TSG101-PTAP inh -4.2%, TCR act -1.0%, Integrin act MD -35.1%[inhibitor], AT treatment 5.7%, TRPV1 agonist 0.8, p53 reactivation -2.0%, CXXC DNA block 1.9% and ELG1 DNA repair -1.0%.

Screening data as filed in PubChem.
